CASP6 VEID inh = inhibitors of human caspase-6; purified caspase-6, Z-VEID-R110 cleavage fluorescence; inhibition, % at 12.5 µM; 0.53% of 350,000 active;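 active means mean inhibition across replicates at least about 35%, with every replicate also reaching that limit, limit read from the data; inconclusive means only one of the two criteria met; inactive means neither criterion met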;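 further: 0% = median of neutral control wells and 100% = no fluorescence left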
Target sequence (P55212 24-179 limits assumed): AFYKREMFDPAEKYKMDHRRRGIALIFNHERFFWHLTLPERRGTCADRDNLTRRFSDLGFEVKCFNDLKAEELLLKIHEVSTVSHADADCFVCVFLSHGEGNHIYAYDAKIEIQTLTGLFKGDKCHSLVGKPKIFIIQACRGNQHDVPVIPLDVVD
Target sequence (P55212 194-293 limits assumed): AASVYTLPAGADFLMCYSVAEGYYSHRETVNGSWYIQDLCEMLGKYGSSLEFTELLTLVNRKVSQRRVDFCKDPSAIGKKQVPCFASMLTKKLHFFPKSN
SIRT5 inh = blocks human SIRT5 desuccinylation of peptide | inhibition, % at 15 µM | Q9NXA8 | 1.1% of 330,000 active | Purified SirT5, succinyl-peptide AMC, trypsin-coupled fluorescence; in the data active means inhibition above about 15%; inconclusive means no clear call, values can overlap the other calls
Target sequence (Q9NXA8 whole entry, looked up): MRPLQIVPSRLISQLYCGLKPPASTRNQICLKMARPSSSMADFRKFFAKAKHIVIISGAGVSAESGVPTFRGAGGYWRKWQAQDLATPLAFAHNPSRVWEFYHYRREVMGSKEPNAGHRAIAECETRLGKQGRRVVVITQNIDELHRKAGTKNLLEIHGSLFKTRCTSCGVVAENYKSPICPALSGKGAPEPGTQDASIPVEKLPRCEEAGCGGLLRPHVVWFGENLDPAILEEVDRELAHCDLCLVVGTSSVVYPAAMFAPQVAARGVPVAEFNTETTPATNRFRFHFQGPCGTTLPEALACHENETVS
S100A4 inh HTS = S100A4-myosin IIA interaction inhibition. P26447. S100A4/TAMRA-MyoIIA peptide fluorescence polarization. inhibition, % at 10.7 µM. 0.14% of 360,000 active;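 active means mean inhibition of at least 70% across replicates, with every replicate also reaching that level; inconclusive means mean inhibition reaches 70% but some replicates fall short; inactive means mean inhibition below 70%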
Target sequence (P26447 whole entry, looked up): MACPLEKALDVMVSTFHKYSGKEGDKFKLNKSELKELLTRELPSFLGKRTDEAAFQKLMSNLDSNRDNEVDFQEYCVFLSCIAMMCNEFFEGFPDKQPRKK
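System – human S100A4 monomer protein, biochemical binding assay · Buffer or medium – Calcium-containing HEPES buffer, pH 7.2 · Timing – 5 min between mix addition and reading · Also added – TAMRA-labelled myosin IIA heavy-chain peptide probe, 5 nM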
esBAF inh = blocks esBAF chromatin remodeling in mouse ES cells. Bmi1-luciferase knock-in reporter, 24 h; 100% = twice the neutral-well signal. reporter increase, % at 12.5 µM. 2% of 350,000 active. AID 602393; in the data active means activation above about 40%; inconclusive means no clear call, values can overlap the other calls;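 further: 0% = median of the plate's neutral control wells and 100% = double that signal; a rise in the Bmi1 reporter signal indicates esBAF inhibition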
Statin myotox sup = suppressors of simvastatin-induced myotoxicity in C2C12 myotubes. ATP luminescence, 48 h; scaled: DMSO 0, geranylgeraniol control 100. 0.78% of 330,000 active. rescue of ATP level, % at 7.49 µM;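 active means mean ATP rescue above about 67%, or every replicate alone reaching that limit, limit read from the data, passing the limit was not always enough; inconclusive means no clear call, values can overlap the other calls; inactive means mean under the limit and some replicate under it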;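 further: myotubes were challenged with 10 µM simvastatin during compound exposure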
LGR2 inh = inhibitors of bursicon-induced Drosophila LGR2 receptor cAMP signaling | 0.35% of 380,000 active | AID 720647 | HEK293 LGR2, CRE-luciferase, bursicon-stimulated, 4 h | inhibition, % at 9.99 µM;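 active means drop in luminescence signal, shown as inhibition above about 50% in the replicate tests, limit read from the data, passing the limit was not always enough; inconclusive means probably only some replicates passing the limit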;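 further: agonist challenge used bursicon conditioned medium at about half maximal strength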
FN deposit inh = fibronectin deposition inhibition; AH1F fibroblasts, Alexa488-fibronectin deposition fluorescence, overnight; inhibition, % at 12.6 µM; 0.086% of 350,000 active; AID 743247;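 active means mean inhibition across replicates of 30% or more, regardless of how many single replicates reach that level; inconclusive means mean under 30% yet at least half of replicates reach 30%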;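 further: positive control wells lacked labelled fibronectin entirely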
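Material – AH1F fibroblast monolayer, labelled fibronectin deposition · Reagent – labelled fibronectin 24 nM · Timing – 1 h adhesion, overnight exposure · Measured by – fluorescence at 485 nm excitation, 525 nm emission · Read-out – inhibition of fibronectin deposition signal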
The depositor's hits bear a star; ? = inconclusive; nt = no result given; & = joins results of further samples. An excerpt; the hit share may differ from the screen's.

compound,CASP6 VEID inh,SIRT5 inh,S100A4 inh HTS,esBAF inh,Statin myotox sup,LGR2 inh,FN deposit inh
COc1cc(-c2nnc(NC(=O)CCS(=O)(=O)c3ccc(F)cc3)o2)cc(OC)c1OC,3,0,13,-6,10,-10,5
CC(C)CCN(C(=O)c1ccc(N2CCCC2=O)cc1)c1c(N)n(Cc2ccccc2)c(=O)[nH]c1=O,-4,-8,?,0,-8,2,-2
CC(C)(CNC(=O)c1cc(-c2ccc(Cl)s2)nc2ccccc12)N1CCOCC1,5,1,-1,0,-16,15,-4
CC(=O)N1[C@H](CO)[C@H](c2ccccc2)[C@@H]1CNC(=O)c1ccncc1,-1,-5,5,nt,nt,-9,-6
Cc1nn(CC(=O)N2CCOCC2)c(=O)c2ccccc12,nt,nt,nt,-7,-6,nt,4
CN1CCN(C(=O)C[C@@H]2CC[C@@H](NC(=O)Cc3ccccn3)[C@H](CO)O2)CC1,1,9,-1,1,-6,5,-5
CSc1nc2c(c(=O)[nH]c(=O)n2C)n1C/C=C(\C)Cl,nt,nt,nt,0,35,28,-13
Cc1ccc(-n2cc(CNCCCn3ccnc3C)c(-c3ccc(F)cc3)n2)cc1,-22,-1,-7,-9,-43,24,12
COc1cccc(NC(=O)N[C@@H]2C=C[C@@H](CC(=O)Nc3ccc(-c4ccccc4)cc3)O[C@@H]2CO)c1,-1,1,4,6,-26,1,-20
O=c1[nH]c(CN2CCCCC2)nc2c1C1(CCCCC1)Cc1ccccc1-2,nt,nt,nt,0,91*,-1,nt
Cc1ccc(NC2CCCN(C(=O)c3ccoc3C)C2)cc1C (stereo not given),5,-1,-4,4,8,5,nt
CC(Nc1nc(-c2ccc3c(c2)NC(=O)CO3)cs1)c1ccccc1 (stereo not given),-2,3,-5,nt,nt,-58,nt
CN(C)C(=O)c1cccc(-c2ccc3c(c2)[C@@H]2[C@@H](CCN2C(=O)C2CCOCC2)[C@H](CO)N3)c1,1,1,1,-5,-2,-8,-16
CC1CCCCC1NC(=O)CCS(=O)(=O)c1cc2c(cc1Cl)NC(=O)CO2 (stereo not given),9,0,-8,-8,11,2,15
COc1ccc(-c2cnc3c(c2)C(=O)N([C@@H](C)CO)C[C@H](C)[C@@H](CN(C)C(=O)C2CCC2)O3)cc1,2,-2,0,3,-1,2,-2
O=C(C1CCCCC1)N1C[C@@H]2[C@H](c3ccccc31)[C@@H](CO)N2C(=O)Cc1ccccn1,1,0,1,0,4,2,nt
Cc1c(NS(=O)(=O)N2CCCC2)c(=O)n(-c2ccccc2)n1C,nt,nt,nt,-6,-5,nt,-3
CC1CC(C)CN(S(=O)(=O)c2cccc(C(=O)N3C(=O)c4cccc(N)c4C3=O)c2)C1 (stereo not given),6,-1,5,nt,nt,-3,-6
COc1ccc(N2C(=O)C3CCCN3C2c2ccc(C)cc2)cc1Cl (stereo not given),nt,nt,nt,7,2,nt,1
CC(=O)NCCn1c(SCC(=O)NCc2ccco2)nc2ccccc2c1=O,nt,nt,nt,2,-12,nt,-2
CS(=O)(=O)N(C(=O)NC(=O)NC12CC3CC(CC(C3)C1)C2)C1CCCCC1,-1,-6,2,nt,nt,1,-3
CO[C@@H]1CN(C)C(=O)c2ccc(NC(=O)C3CC3)cc2OC[C@H](C)N(Cc2nccs2)C[C@H]1C,21,-3,-4,-10,-1,-13,-14
CC(C)C(C)NC(=O)COc1ccc(-c2ccccc2)cc1 (stereo not given),nt,nt,nt,1,12,nt,3
COc1ccc(S(=O)(=O)N(C)CC(=O)N2CCN(C)CC2)cc1Cl,0,2,-4,nt,nt,-12,4
C=CCN1C(=O)C2(OCCCO2)c2ccccc21,-2,-1,2,6,3,7,1
C[C@@H]1CCCCO[C@@H](CN(C)C(=O)NC2CCCCC2)[C@@H](C)CN([C@@H](C)CO)C(=O)c2cc(NC(=O)C3CCCCC3)ccc2O1,4,5,2,6,-22,-2,nt
CNC[C@@H]1Oc2ccc(N(C)C)cc2C(=O)N([C@H](C)CO)C[C@@H]1C,1,-4,5,-1,-14,nt,-1
Cc1ccc(N=Cc2sccc2C)cc1C,nt,nt,nt,10,-14,3,-1
C[C@@H]1CCCCO[C@@H](CN(C)C(=O)Nc2ccc3c(c2)OCO3)[C@@H](C)CN([C@H](C)CO)C(=O)c2cc(NC(=O)CCC(F)(F)F)ccc2O1,4,-4,0,-3,nt,20,nt
O=C(c1ccc(C(F)(F)F)cc1)C1CCCN(C(=O)Cn2cnnn2)C1 (stereo not given),-1,-5,5,nt,nt,-3,10
COCC#Cc1cnc2c(c1)C(=O)N([C@@H](C)CO)C[C@@H](C)[C@@H](CN(C)C(=O)CCN1CCCCC1)O2,0,-3,-1,-1,2,10,nt
CCN(C(=O)COC(=O)/C=C/c1ccc(OC(F)F)c(OC)c1)C1CCS(=O)(=O)C1 (stereo not given),-2,-4,0,-4,3,13,4
Cc1nnc(NC(=O)CSc2nnc(Cc3cccn3C)n2C)s1,0,-2,-3,6,0,21,4
CC1C(=O)Nc2ccccc2N1C(=O)c1ccc(O)cc1 (stereo not given),-3,-3,-1,-5,-8,2,5
CC(C)c1ccc(NC(=O)C2CC2c2ccccc2)cc1 (stereo not given),1,2,-12,0,-3,-13,-8
CCN(CC)CCN(C(=O)c1ccc(C(C)=O)cc1)c1nc2ccc(Cl)cc2s1,-19,-2,9,nt,nt,-14,5
Cc1ccc(S(=O)(=O)NC(=O)NCCCCNC(=O)NS(=O)(=O)c2ccc(C)cc2)cc1,nt,nt,nt,-5,-13,nt,1
CC(C)NC(=O)Nc1ccc2c(c1)CC(=O)N([C@@H](C)CO)C[C@H](C)[C@@H](CN(C)Cc1ccc(C(=O)Nc3ccccc3N)cc1)O2,0,nt,8,7,18,-29,nt
COCCNc1oc(/C=C/c2cccc(OC)c2)nc1S(=O)(=O)c1ccccc1,0,-6,-3,-1,3,-1,-1
OC(CNc1nc(-c2cccnc2)nc2ccccc12)c1ccccc1 (stereo not given),-1,0,-6,4,-36,7,0
CS(=O)(=O)N1CCN(c2ccccc2NC(=O)c2cc(Br)ccc2Cl)CC1,-1,-2,7,nt,nt,22,2
O=C(CCC1CCCCC1)NCCN1C2=NC[C@H](Cc3ccccc3)N2C[C@H]1Cc1ccc(O)cc1,7,-2,6,-2,-38,nt,-1
Cc1cc(-c2ccc3c(c2)COc2c4ccccc4nn2-3)on1,nt,nt,nt,6,-19,7,0
COc1cccc(C(=O)N2C(C(C)C)COc3cc(Br)ccc3S2(=O)=O)c1 (stereo not given),-4,-4,-6,-4,-9,17,6
COc1ccccc1OCC(=O)N1CCCC(Nc2cccc(F)c2)C1 (stereo not given),-3,0,0,5,3,1,12
C[C@H](CO)N1C[C@H](C)[C@H](CN(C)S(=O)(=O)c2ccc(Cl)cc2)OCCCC[C@H](C)Oc2ccc(NS(=O)(=O)c3ccc(F)cc3)cc2C1=O,0,23*,-31,9,-1,19,1
COCCNC(=O)c1cc2c(c(-c3cccc(-c4cccc(F)c4)c3)n1)[C@H](CCO)N(S(=O)C(C)(C)C)C2 (stereo not given in full),-2,36*,-14,-5,nt,8,10
CC(C)CC#Cc1ccc2c(c1)O[C@@H](CN(C)C(=O)c1cccnc1)[C@H](C)CN([C@@H](C)CO)S2(=O)=O,1,1,8,6,20,-1,nt
COc1ccc(C(=O)OCc2cc(C)ccc2C)cc1S(=O)(=O)N1CCCC1,1,1,-3,12,2,1,9
CSc1nc(-c2ccc(Cl)cc2)nn1S(=O)(=O)c1ccc(Cl)cc1,nt,nt,nt,47*,-2,-22,nt
O=C(NCCCn1cccn1)C1CCC(=O)N(Cc2cccc(C(F)(F)F)c2)C1 (stereo not given),nt,-3,-1,-4,2,4,9
Cc1ccc2c(CN3CCC(C)CC3)cc(=O)oc2c1,nt,nt,nt,59*,2,nt,-3
O=C(NC1CCN(Cc2ccccc2)CC1)c1ccccc1OCc1ccccc1,-7,2,-2,-2,-1,13,-1
CC(=O)N1CCN(C(=O)COC(=O)c2ccc(S(C)(=O)=O)cc2)CC1,0,-6,0,nt,13,-10,5
O=C(OCCN1CCCC1)C1(c2ccccc2)CCCC1,nt,nt,-5,-3&0,2,nt,5
COC(=O)Nc1[nH]ncc1[N+](=O)[O-],nt,-1,7,nt,nt,-4,nt
O=C1/C(=C/c2cccs2)SC(=S)N1CC(=O)N1CCCCC1CCO (stereo not given),3,-1,-8,14,17,3,-2
Cc1oc2c(c1C(=O)N1CCOCC1)C(=O)c1ccccc1C2=O,63*,nt,10,-32,-118,20,7
C[C@@]12CCC=C[C@H]1[C@H](c1ccccc1Br)N(Cc1ccccc1)C2=O,4,1,-2,6,30,23,nt
C[C@H](CO)N1C[C@H](C)[C@H](CN(C)S(=O)(=O)c2ccc(F)cc2)OCCCC[C@H](C)Oc2ccc(NC(=O)NC3CCCCC3)cc2C1=O,-3,4,4,-4,nt,5,-16

As entered above.
COc1ccccc1OCC(=O)N1CCCC(Nc2cccc(F)c2)C1 (stereo not given) in FN deposit inh shows 12
CC(C)c1ccc(NC(=O)C2CC2c2ccccc2)cc1 (stereo not given) in S100A4 inh HTS shows -12

(further entries)
compound,CASP6 VEID inh,SIRT5 inh,S100A4 inh HTS,esBAF inh,Statin myotox sup,LGR2 inh,FN deposit inh
COc1cc(C(=O)NC(C)C2CC3CCC2C3)ccc1OC(F)F (stereo not given),0,-3,-1,2,-5,-11,-5
Cc1ccc(O)c(CNc2cccc(C)n2)c1,-1,-2,-1,15,11,nt,4
CCC(=O)N1CC2(CN(C(=O)Cc3ccccc3)C2)c2c(n(C)c3cc(OC)ccc23)[C@@H]1CO,-1,4,6,nt,nt,0,nt
CSc1ccc(S(=O)(=O)NCC(=O)OCC(=O)N2CCC(C)CC2)cc1[N+](=O)[O-],3,-3,-1,-3,1,7,-7
O=C(N/N=C/c1ccc(Cl)cc1)c1cc(-c2cccnc2)nc2ccccc12,3,-4,-2,nt,nt,-12,-4
CCCN1C(=O)c2n[nH]c(C)c2C1c1ccc2c(c1)OCO2 (stereo not given),-1,nt,-2,nt,nt,-2,4
CC(C)(C)c1ccccc1NC(=O)Cn1cnc2cc([N+](=O)[O-])ccc2c1=O,2,-1,2,-8,7,-2,-4
Cc1cc(C(=O)Nc2ccccc2[N+](=O)[O-])cs1,2,0,1,nt,nt,-37,nt
CN(C(=O)C1CCOC1)c1nnc(C2CCOC2)s1 (stereo not given),nt,nt,nt,0,-11,nt,1
COc1ccc(NC(=O)CSc2nc3c(c(=O)n2-c2ccc(F)cc2)SCC3)cc1,0,-1,19,3,12,-1,-5
C[C@@H]1CCCCO[C@H](CN(C)S(=O)(=O)c2cn(C)cn2)[C@H](C)CN([C@@H](C)CO)C(=O)c2cc(NS(C)(=O)=O)ccc2O1,0,0,34,0,nt,nt,nt
COCCSc1ccccc1C(=O)N1CCc2ccccc2C1,0,-6,-1,6,6,-22,7
CC(Oc1ccccc1F)c1nnc(SCC(=O)Nc2ccc(N3CCOCC3)cc2)o1 (stereo not given),-2,-4,-7,-7,4,-1,4
O=C(Nc1ccc(-c2nc3cccnc3s2)cc1)c1ccc(Br)o1,-2,3,-2,32,3,-12,1
O=C(C[C@H]1CC[C@@H]2[C@H](COC[C@@H](O)CN2S(=O)(=O)c2cccc(Cl)c2)O1)NC1CCC1,3,-4,-3,-2,16,-12,-1

Assay outcomes from PubChem.
